# Source: PubChem BioAssay
# RXFP1 ag – RXFP1 (human) receptor agonism. Q9HBX9. HEK293T-RXFP1 cAMP TR-FRET, 30 min; response scale: percent of porcine relaxin response, buffer zero. Potency, µM (doses to about 57.5 µM), for inactives: top-dose activation, actives largely listed as activators. hit rate 0.3% among 370,000; further: potency means the concentration at half of the fitted maximal effect; on the % scale 0 is the no-effect control and ±100 the full control effect; nearly all actives have a fitted effect of over 60% in size; many of its hits are not listed in these tables
# Target sequence (Q9HBX9 whole entry, looked up): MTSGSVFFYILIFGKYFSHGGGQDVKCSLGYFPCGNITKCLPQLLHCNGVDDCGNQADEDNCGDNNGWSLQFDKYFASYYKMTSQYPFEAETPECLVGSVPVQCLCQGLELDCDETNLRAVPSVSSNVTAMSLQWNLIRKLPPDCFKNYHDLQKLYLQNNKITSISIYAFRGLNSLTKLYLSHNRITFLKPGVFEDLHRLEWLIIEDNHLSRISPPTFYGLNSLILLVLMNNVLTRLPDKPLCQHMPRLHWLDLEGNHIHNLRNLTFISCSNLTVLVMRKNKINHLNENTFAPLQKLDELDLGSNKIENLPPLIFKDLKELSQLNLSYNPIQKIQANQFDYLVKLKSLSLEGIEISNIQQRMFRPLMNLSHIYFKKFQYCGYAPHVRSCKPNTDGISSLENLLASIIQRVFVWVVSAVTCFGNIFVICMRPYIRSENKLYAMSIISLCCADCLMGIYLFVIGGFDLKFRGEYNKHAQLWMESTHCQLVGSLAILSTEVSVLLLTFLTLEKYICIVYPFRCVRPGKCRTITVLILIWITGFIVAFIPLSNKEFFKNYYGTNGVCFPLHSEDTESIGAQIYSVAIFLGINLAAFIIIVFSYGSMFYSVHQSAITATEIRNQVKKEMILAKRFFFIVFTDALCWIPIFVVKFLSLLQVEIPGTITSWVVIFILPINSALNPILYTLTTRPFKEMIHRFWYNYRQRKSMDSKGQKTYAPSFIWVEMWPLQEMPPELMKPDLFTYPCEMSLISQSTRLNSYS
#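 HEK293 cells stably expressing RXFP1, treated 30 min at 37C with compounds plus PDE4 inhibitor Ro 20174; cAMP measured by HTRF TR-FRET. Normalized to buffer and 29 nM porcine relaxin; EC50 by Hill fit.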
# IDH1 R132H inh – inhibitors of human mutant IDH1 R132H | IDH1-R132H enzyme, NADPH consumption, diaphorase/resazurin fluorescence | hit rate 0.093% among 390,000 | O75874 | Potency, µM (series often up to 76.6 µM), for inactives: top-dose activity change, negative = inhibition, actives largely listed as inhibitors; further: potency means the concentration at half of the fitted maximal effect; on the % scale 0 is the no-effect control and ±100 the full control effect; nearly all actives have a fitted effect of over 65% in size
#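 IDH1-R132H (0.5 ug/mL) preincubated 30 min with compound, then NADPH (0.016 mM) and alpha-KG (2 mM) added; 80 min at RT, pH 7.5. Remaining NADPH coupled via diaphorase/resazurin to fluorescence (540/590 nm); concentration-response curves normalized to no-enzyme control.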
# Vif-A3F inh – Vif-A3F binding inhibition; hit rate 0.2% among 390,000; Potency, µM (highest dose often 46.1 µM), for the others: top-dose activity, negative = active; HeLa A3F-eYFP + Vif (tagged APOBEC3F with the HIV-1 protein that degrades it), YFP fluorescence increase; further: potency means the concentration at half of the fitted maximal effect; % of control where 0% means no effect; nearly all actives have a fitted effect of over 65% in size
#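 HeLa cells stably expressing Vif plus C-terminally eYFP-tagged A3F were seeded, incubated overnight at 37 deg C, dosed with compound, incubated overnight again at 37 deg C. Yellow fluorescence (Ex 488/Em 500-530) reported blocked Vif-mediated A3F-eYFP degradation.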
# Vif-APOBEC3G blk – inhibitors of Vif-APOBEC3G interaction. hit rate 0.076% among 410,000. Q9HC16. HeLa A3G-eYFP + Vif (tagged APOBEC3G with the HIV-1 protein that degrades it), YFP fluorescence, overnight. AID 602310. Potency, µM (top dose mostly 46.1 µM), for inactives: top-dose activity, negative = active, hits mostly inhibitors;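 further: potency means the concentration at half of the fitted maximal effect; on the % scale 0 is the no-effect control and ±100 the full control effect; nearly all actives have a fitted effect of over 60% in size; hits raise eYFP signal because A3G escapes Vif-driven loss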
#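 HeLa cells stably expressing Vif and C-terminally eYFP-tagged A3G, seeded overnight at 37 deg C, then exposed to compound by pintool overnight at 37 deg C. Rise in yellow fluorescence (Ex 488/Em 500-530, Acumen) marks blocked Vif-driven A3G degradation.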
# PI4K2A block – PI4K2A (human) kinase inhibition; Q9BTU6; purified PI4K2A, ADP-Glo luminescence, 1 h; hits give low values; activity change, negative = inhibition, % at 76.9 µM; hit rate 0.13% among 420,000; AID 1346378; in the data active means activity change below about -50%; inconclusive means mostly about -30% to -49%;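 further: -100% = wells without enzyme as full effect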
#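 PI4K2A activity was measured by ADP-Glo luminescence: enzyme (4 ug/mL stock) and phosphatidylinositol (1.2 mM stock) in Tris pH 7.5/MgCl2/EGTA/Triton X-100 buffer were reacted with ATP (300 microM stock) for one hour at ambient temperature.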
# TrxR1 substrate – substrates of rat thioredoxin reductase 1; hit rate 0.01% among 390,000; O89049; Potency, µM (titrated, usually from 114 µM), for the others: at the highest dose activity change, negative = substrate turnover; purified TrxR1 substrate turnover, NADPH consumption readout; further: potency means the concentration at half of the fitted maximal effect; on the % scale 0 is the no-effect control and ±100 the full control effect; nearly all actives have a fitted effect of over 50% in size
#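 Rat TrxR1, dispensed at 90 nM, was prereduced with 400 uM NADPH (final) for 5 min at ~22 deg C, then incubated with compound 15 min before 400 uM selenite. A first-read NADPH fluorescence drop versus no-compound background flagged substrates.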
# USP1-UAF1 inh – inhibitors of human USP1/UAF1 deubiquitinase. Potency, µM (top dose mostly 57.1 µM), inactives show top-dose activity change, negative = inhibition, actives largely listed as inhibitors. recombinant USP1/UAF1, Ub-Rhodamine cleavage fluorescence. hit rate 0.23% among 390,000; further: potency means the concentration at half of the fitted maximal effect; on the % scale 0 is the no-effect control and ±100 the full control effect; nearly all actives have a fitted effect of over 60% in size; inactives centre near -12
#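 USP1/UAF1 complex at 1 nM was preincubated with compound for 15 min at room temperature, then Ub-Rho substrate (150nM final) was added. Fluorescence (480/540 nm) was read kinetically, 6 reads every 60 seconds.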
# Glioma ERSR ind – inducers of ER stress response in human glioma cells; U87-MG GRP78 promoter luciferase reporter, 16 h; Potency, µM, without a hit: at the highest dose activation, hits mostly activators; hit rate 0.02% among 420,000; AID 602332; further: potency means the concentration at half of the fitted maximal effect; series mostly up to about 76 µM; % of control where 0% means no effect; nearly all actives have a fitted effect of over 35% in size
#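 Stably transfected U87-MG human glioma cells carrying a GRP78-based luminescent sensor were seeded at 1000 cells/well, pin-dosed with compounds and incubated 16 h. Luciferase reagent was then added, and end-point luminescence was read after 10 min at room temperature.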
# LDHA inh – blocks human lactate dehydrogenase A. AID 1347041. P00338. hit rate 0.15% among 480,000. purified LDHA, NADH/diaphorase-resazurin fluorescence; hits give low values. activity change, % (values are at about 110 or 230 µM); in the data active means activity change below about -30%; inconclusive means mostly about -25% to -30%;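 further: plate controls were DMSO wells for no effect and wells without enzyme for full effect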
#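 Resorufin fluorescence (ex540/em590), read at 0 and 20 min after diaphorase/resazurin addition, reports the NADH left after a 5 min room-temperature reaction of 2 nM human LDH5 with 0.06 mM NADH and 0.2 mM pyruvate.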
# The depositor's hits bear a star; ? = inconclusive; nt = not tested or not shown; [ ] = dose if it differs, or a comment. Unless noted, the call rests on the fitted dose curve; in most records, active means well fitted curve in the direction sought with a large enough effect; inconclusive means small, poorly fitted or top-dose-only effect, or another doubt; inactive means no such curve, though single readings can be large; an effect the other way counts as inactive or inconclusive.
SMILES,RXFP1 ag,IDH1 R132H inh,Vif-A3F inh,Vif-APOBEC3G blk,PI4K2A block,TrxR1 substrate,USP1-UAF1 inh,Glioma ERSR ind,LDHA inh
CC12CC(c3ccccc3O1)N(C(=O)c1ccco1)C(=S)N2c1ccccc1 (configuration not stated),-1.0%,-5%,-6%,-7%,7,-7%,-10%,-8%,-5
CCOc1cccc(C(=O)N(Cc2cccc(F)c2)C2CCS(=O)(=O)C2)c1 (configuration not stated),-2.2%,-4%,2%,-1%,-7,6%,-25%,-1%,-7
O=C1CC(N2CCC(O)(c3ccc(Br)cc3)CC2)C(=O)N1c1ccc(Cl)cc1 (configuration not stated),-0.2%,9%,0%,1%,1,-9%,-4%,-4%,-4
Cn1c(CC(=O)NNC(=O)c2ccc(Cl)nc2)nc2ccccc21,nt,1%,-1%,-1%,0,11%[57.1 µM],-4%,-5%,4
COCCn1c(N)c(C(=O)NCc2cccs2)c2nc3ccccc3nc21,3.5%,3%,-6%,0%,-13,110%[activator],?,1%,9
CCc1ccc(-c2[nH]c3c(c2-c2c(-n4cccc4)n(C)c(=O)n(C)c2=O)c(=O)n(C)c(=O)n3C)cc1,0.3%,-29%,1%,2%,0,-18%,-13%,0%,-9
COc1ccc(CNC(=O)c2nc(SCc3ccccc3F)ncc2Cl)cc1,-2.3%,-10%,3%,4%,-1,0%,-10%,-1%,2
COc1cc2nc(NCC(C)c3ccccc3)n3nc(-c4ccccc4)nc3c2cc1OC (configuration not stated),1.3%,5%,0%,-1%,-1,41%[activator],-25%,-3%,0
CN(c1nc2ccccc2n2c(-c3ccco3)nnc12)S(=O)(=O)c1ccccc1,24%,-5%,-10%,2%,-1,-7%[57.1 µM],4%,-3%,3
CC[C@@]1(C(=O)OC)N[C@H](CN(C)C(=O)Nc2ccccc2)[C@@H]2C(=O)N(Cc3ccccc3)C(=O)[C@@H]21,nt,-2%,6%,0%,-2,0%,-26%,1%,-2
CCc1nc2ccc(C(=O)NCc3ccccc3OC)cn2c1N(CC)CCN(C)C,nt,nt,nt,-2%,-1,nt,nt,-2%,-4
Cc1cc(=O)oc2cc(OCC(=O)NCCCN3CCCC3=O)c(Cl)cc12,22%,-5%,-10%,1%,-2,6%[57.1 µM],-11%,-2%,-1
COC(=O)C(C(=O)Nc1ccc(OC)cc1)C1CCCCCC1 (configuration not stated),1.5%,9%,-7%,?,-2,-6%,-22%,-5%,-5
CCC(=O)N1CCc2cc(Br)cc(S(=O)(=O)C3(C(=O)OC)CC3)c21,0.5%,4%,1%,1%,-2,8%[57.1 µM],-1%,1%,-4
CN1c2ccccc2C(C)(C)C12C=Nc1c(cc(N3CCOCC3)c3ccccc13)O2 (configuration not stated),2.7%,17%,?,-13%,?,-16%,?,-6%,30
COC(=O)C(CC(C)C)NC(=O)/C=C/c1ccccc1Cl (configuration not stated),-0.2%,5%,0%,1%,-3,-7%,-1%,-2%,-4
COc1ccc(NC(=O)CN(C)C(=O)c2ccccc2SCC(=O)N2CCCC2)cc1,-0.6%,9%,2%,1%,-4,1%,-23%,-1%,1
Cc1ccc(C)c(S(=O)(=O)N2CCN(C(=O)CN3C(=O)NC(C)(C)C3=O)CC2)c1,0.3%,9%,-5%,1%,-2,7%,-10%,0%,-7
O=C(C(Cl)Cl)N1CCN(c2ccccn2)CC1,-0.2%,-10%,0%,0%,0,-3%,0%,-6%,-6
CCCCCCN1CC(C(=O)OCC)C(=O)C1=O (configuration not stated),7.5%,3%,-5%,-4%,3,-7%,-14%,-5%,-4
CC(Oc1ccccc1)C(=O)Nc1c(C(=O)Nc2cccc(F)c2)oc2ccccc12 (configuration not stated),-2.3%,-1%,0%,-1%,-2,8%,-17%,0%,2
CC(C)C(=O)NC(=S)Nc1ccccc1C(=O)Nc1ccccc1,-1.3%,-3%,-3%,-2%,0,2%,4%,-3%,-5
O=C(c1cn(-c2ccccc2)nc1-c1cccc(Br)c1)N1CCOCC1,1.6%,12%,3%,2%,0,-13%[57.1 µM],-15%,-1%,2
CCN(CC)C(=O)C1=C(C)N(Cc2ccc(C(C)(C)C)cc2)C(=O)C(CC(=O)NC(c2ccccc2)c2ccccc2)C1 (configuration not stated),nt,1%,-7%,-5%,-3,nt,?,1%,1
CCNC(=O)C1CCCN(Cc2ccc(OCc3ccccc3)cc2)CC1 (configuration not stated),nt,nt,nt,-1%,-3,nt,nt,1%,3

# Continued; the last three above are carried over.
SMILES,RXFP1 ag,IDH1 R132H inh,Vif-A3F inh,Vif-APOBEC3G blk,PI4K2A block,TrxR1 substrate,USP1-UAF1 inh,Glioma ERSR ind,LDHA inh
O=C(c1cn(-c2ccccc2)nc1-c1cccc(Br)c1)N1CCOCC1,1.6%,12%,3%,2%,0,-13%[57.1 µM],-15%,-1%,2
CCN(CC)C(=O)C1=C(C)N(Cc2ccc(C(C)(C)C)cc2)C(=O)C(CC(=O)NC(c2ccccc2)c2ccccc2)C1 (configuration not stated),nt,1%,-7%,-5%,-3,nt,?,1%,1
CCNC(=O)C1CCCN(Cc2ccc(OCc3ccccc3)cc2)CC1 (configuration not stated),nt,nt,nt,-1%,-3,nt,nt,1%,3
CC(C)CC(=O)Nc1nnc(SCC(=O)NCc2ccc3c(c2)OCO3)s1,2.4%,-1%,10%,2%,1,4%[57.1 µM],-8%,-3%,-10
NC(c1csc(Nc2cnccn2)n1)c1ccccc1Cl (configuration not stated),nt,nt,nt,0%,-10,nt,nt,-4%,-10
Cc1c(NC(=O)C(C)OC(=O)c2cccc(S(=O)(=O)N3CCOCC3)c2)c(=O)n(-c2ccccc2)n1C (configuration not stated),3.7%,-6%,1%,1%,3,-1%,-11%,-3%,-7
COc1ccc(CCNC(=O)c2cc(C3CC3)nc3c2cnn3C(C)C)cc1OC,-0.7%,5%,3%,1%,1,-5%,-12%,-3%,-5
CCc1nc2sc(C(C)=O)c(N)c2c2c1CCCC2,7.6%,9%,2%,1%,-4,28%,-3%,-5%,-2
CCc1cccc(C)c1NC(=O)C1CCCN(S(C)(=O)=O)C1 (configuration not stated),0.0%,2%,0%,0%,1,-2%,-15%,-3%,-2
N#CC(C(=O)Nc1ccc(Cl)cc1)=C1Nc2ccccc2N1,0.0%,1%,-3%,-3%,-7,0%,-13%,-6%,-6
Cc1ccc(S(=O)(=O)N(C)C)cc1NC(=O)c1ccccc1SCC(=O)N1CCCC1,1.3%,-8%,2%,-1%,-3,-1%,-23%,-6%,4
CC(=O)c1cccc(NC(=S)Nc2ccn(Cc3cccc4ccccc34)n2)c1,-1.2%,-2%,4%,-1%,6,4%,-9%,-1%,-7
O=C(NCc1ccccc1)c1ccc2c(c1)sc1nc(-c3ccc(F)cc3)cn12,10%,9%,3%,0%,2,-4%[11.4 µM],-6%,0%,1
O=C(C=C(O)c1ccc(Cl)cc1)C(=O)NNC(=O)C(O)(c1ccccc1)c1ccccc1,nt,1%,?,1%,-4,3%,-17%,-2%,6
COc1ccc(-c2cc(C(=O)N3CCN(c4ccccn4)CC3)c3ccccc3n2)cc1,-0.5%,-3%,-1%,-15%,11,11%[57.1 µM],-22%,1%,-3
Cc1ccc(S(=O)(=O)c2nc(-c3ccccc3Cl)oc2NCCCN2CCOCC2)cc1,8.5%,3%,-18%,2%,0,-3%,4%,-5%,-11
C=Cc1ccc(Cn2c(C)c(C(=O)NCc3ccc(Cl)c(Cl)c3)sc2=O)cc1,nt,nt,nt,0%,-2,nt,nt,0%,0
CCNc1nc(NCC)n2c(SCC(=O)N3CC4(C)CC3CC(C)(C)C4)nnc2n1 (configuration not stated),0.1%,3%,2%,4%,-2,-7%,-5%,2%,-13
CCCSc1nc(C)cc(C)c1C(N)=O,0.0%,-1%,1%,0%,-5,1%,-12%,-6%,-6
Cc1c(C(=O)N(C)Cc2nc3ccccc3c(=O)[nH]2)oc2ccccc12,nt,2%,1%,?,2,9%[57.1 µM],-16%,-2%,-7
CCOC(=O)C1(C)CCN1C(=O)c1c(F)cccc1F (configuration not stated),nt,nt,nt,-1%,-2,nt,nt,-1%,-4
Cn1c(=N)n(CC(O)c2cccs2)c2ccccc21 (configuration not stated),-0.8%,7%,2%,0%,2,6%[57.1 µM],-9%,-7%,2
CCn1c(SCCC(C)C)nnc1-c1c[nH]c2ccccc12,0.0%,1%,1%,-2%,1,0%[57.1 µM],-15%,1%,-1
Cc1c(C(=O)NCCN2CCOCC2)sc2nc(-c3ccc(F)cc3)cn12,nt,5%,0%,0%,0,10%[11.4 µM],-10%,-1%,-16
CCCCOC(=O)Nc1ccccc1C(=O)N1CCCC1,0.5%,3%,1%,-2%,-3,7%,-18%,0%,0
COc1ccc(C(=O)NC2CCN(CC(=O)NCc3ccccc3F)CC2)cc1,2.6%,-11%,10%,0%,-3,-1%[57.1 µM],-11%,-1%,-4
CCOc1cc(/C=N/Nc2cc(C)nc(-n3nc(C)cc3C)n2)ccc1O,-1.8%,1%,?,-12%,7,-6%,-5%,-2%,1

# The list is partial (hit frequency here may not be typical).
